FXN GAA850 act – FXN promoter activators, primary screen, cell-based, luciferase luminescence, HEK293 lucGAA850; 360,000 tested, 0.56% active; AID 540364, 2011; activation, % at 6 µM; HEK293 lucGAA850 FXN promoter luciferase reporter, 24 h; percent of 10 µM SAHA response;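 active = activation above the average of all compounds screened plus 3 SD, cutoff fixed separately per campaign, cut at about 7.5% in these data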;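 note: 0% = DMSO wells and 100% = 10 µM SAHA wells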
HGIII-sPLA2 inh – human group III sPLA2 inhibitors, primary screen, biochemical, QFRET, BODIPY PC-A2 liposome substrate | Group 3 secretory phospholipase A2 (Homo sapiens), Q9NZ20 | QFRET BODIPY PC-A2 liposome hydrolysis, fluorescence | inhibition, % at 12.2 µM | 370,000 tested, 0.56% active | AID 743126, 2013;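 active = inhibition above mean plus 3 SD of compounds lying within the high and low control bounds, cut at about 19% in these data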;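 note: 0% = median of test compound wells and 100% = no enzyme DMSO wells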
Target sequence (Q9NZ20 whole entry, looked up): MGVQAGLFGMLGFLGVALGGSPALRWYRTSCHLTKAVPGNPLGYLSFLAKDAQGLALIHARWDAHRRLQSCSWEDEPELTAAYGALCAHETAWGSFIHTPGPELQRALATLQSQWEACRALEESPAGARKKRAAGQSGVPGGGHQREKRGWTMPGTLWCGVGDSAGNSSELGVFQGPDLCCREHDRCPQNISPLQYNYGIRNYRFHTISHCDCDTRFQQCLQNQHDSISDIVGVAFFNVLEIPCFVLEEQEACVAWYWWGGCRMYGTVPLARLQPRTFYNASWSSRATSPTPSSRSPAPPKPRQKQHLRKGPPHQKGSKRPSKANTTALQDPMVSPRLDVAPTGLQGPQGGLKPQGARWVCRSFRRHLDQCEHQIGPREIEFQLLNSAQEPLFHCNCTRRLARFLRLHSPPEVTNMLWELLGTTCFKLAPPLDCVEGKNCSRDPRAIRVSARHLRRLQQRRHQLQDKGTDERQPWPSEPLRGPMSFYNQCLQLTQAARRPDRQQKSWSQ
hgDAF-12 ag – H. glycines DAF-12 receptor agonists, primary screen, cell-based, luminescence, HEK293, GAL4 fusion, UAS-luciferase; HEK293 GAL4-hgDAF12 UAS-luciferase reporter, agonist luminescence; normalized to butyrate control; activation, % at 6.8 µM; 370,000 tested, 1.8% active;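 active = activation above a cutoff set at the mean of all screened compounds plus 3 SD, cut at about 10% in these data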;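 note: 0% = DMSO wells and 100% = sodium butyrate wells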
NPR1 activator – GC-A stimulated cGMP production enhancers – HEK293 GC-A cells, cGMP TR-FRET, EC30 ANP, primary screen; 0% at EC30 ANP, 100% saturating ANP; activation, % at 10 µM; 370,000 tested, 0.14% active; AID 1671463, 2021; in the data active = activation above about 40%
SMARCA2 act – SMARCA2 (BRM) function activators, primary screen, cell-based, luminescence, high throughput; MG213 cells, MMTV-luciferase reporter, dexamethasone, overnight; activation, % at 9.1 µM; 370,000 tested, 1% active; AID 652017, 2013; in the data active = activation above about 7.8%;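 note: 0% = vehicle wells and 100% = reference activator wells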
GC-B act – human GC-B receptor activators, primary screen, HEK293 GC-B cells, cGMP TR-FRET, EC30 CNP | Atrial natriuretic peptide receptor 2 (Homo sapiens), P20594 | 0% at EC30 CNP, 100% saturating CNP | AID 1920062, 2024 | activation, % at 10 µM | 370,000 tested, 0.11% active;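 active = activation at 10 µM reaching about 35% in either raw or pattern-adjusted values, limit read from the data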
ADAM10 inh – human ADAM10 inhibitors, primary screen, biochemical, QFRET, HTS. Disintegrin and metalloproteinase domain-containing protein 10 (Homo sapiens), O14672. recombinant ADAM10, EDANS/DABCYL FRET peptide cleavage, 3 h. inhibition, % at 7 µM. 370,000 tested, 0.62% active;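 active = inhibition above a per-campaign cutoff equal to the mean of compounds falling between control-based bounds plus 3 SD, cut at about 20% in these data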;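 note: 0% = DMSO wells while the 100% control is not disclosed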
Target sequence (O14672 214-748 limits assumed): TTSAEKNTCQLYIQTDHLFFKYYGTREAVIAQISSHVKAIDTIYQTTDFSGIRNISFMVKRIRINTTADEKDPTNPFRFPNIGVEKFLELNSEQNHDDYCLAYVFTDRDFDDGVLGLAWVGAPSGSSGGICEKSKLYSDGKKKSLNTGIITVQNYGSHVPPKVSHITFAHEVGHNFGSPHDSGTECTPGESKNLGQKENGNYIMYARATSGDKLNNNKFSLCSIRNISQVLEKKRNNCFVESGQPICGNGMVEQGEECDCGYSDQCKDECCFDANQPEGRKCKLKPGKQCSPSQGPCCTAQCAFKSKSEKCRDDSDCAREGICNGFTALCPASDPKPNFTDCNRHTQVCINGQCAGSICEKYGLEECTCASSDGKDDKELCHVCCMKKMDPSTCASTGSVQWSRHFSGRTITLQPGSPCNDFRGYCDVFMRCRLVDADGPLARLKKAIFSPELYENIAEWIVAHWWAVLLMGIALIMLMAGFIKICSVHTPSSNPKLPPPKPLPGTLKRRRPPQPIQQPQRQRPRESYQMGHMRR
hcDAF12 agonist – H. contortus DAF-12 nuclear receptor activators, primary screen, cell-based, luminescence, HEK293, lit1-tk-luc reporter. HEK293 hcDAF-12 lit1-tk-luc reporter; 0% DMSO, 100% Δ7-dafachronic acid. 370,000 tested, 1.4% active. activation, % at 6.8 µM. AID 652067, 2013;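 active = activation above the mean of all tested compounds plus 3 SD, cut at about 5.5% in these data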;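 note: 100% = response to 3 µM Δ7-dafachronic acid high control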
ssDAF-12 act – S. stercoralis DAF-12 nuclear receptor activators, primary screen, cell-based, luminescence, HEK293, GRIP1 co-expression, lit1-tk-luc; 370,000 tested, 1% active; AID 652126, 2013; HEK293 ssDAF-12/GRIP1 lit1-tk-luc reporter; % of 3 µM dafachronic acid response; activation, % at 6.8 µM;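 active = activation above the mean over all tested compounds plus 3 SD, cut at about 0.9% in these data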;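 note: 0% = DMSO-only wells and 100% = 3 µM delta7-dafachronic acid wells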
DAX1 inh-1 – DAX1 (NR0B1) inhibitors on StAR promoter, primary screen, cell-based, luminescence, SF-1 (NR5A1), full-length DAX-1; 370,000 tested, 1.1% active; HEK293T StAR-luciferase reporter, SF-1/DAX-1 repression relief; inhibition, % at 6.8 µM; AID 652010, 2013;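 active = inhibition above the mean over all tested compounds plus 3 SD, cut at about 3.6% in these data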;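 note: 0% = DAX-1 cells with DMSO and 100% = cells lacking DAX-1 with DMSO; higher inhibition means more luminescence from relief of DAX-1 repression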
DAX1 inh-2 – DAX1 (NR0B1) inhibitors, primary screen, cell-based, HEK293, Gal4-DAX1, luciferase luminescence; HEK293 Gal4-DAX1 luciferase reporter; AID 504766, 2011; Nuclear receptor subfamily 0 group B member 1 (Homo sapiens), P51843; 340,000 tested, 0.99% active; inhibition, % at 6.75 µM;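 active = inhibition above the mean over all tested compounds plus 3 SD, cut at about 4.2% in these data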;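 note: 0% = DAX1-transfected cells with DMSO and 100% = empty-vector control cells with DMSO; inhibition shows as a rise in luminescence from relieved DAX1 repression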
Starred values were filed as active, the others as inactive.

Screening Cc1sc2ncnc(N3CCC(C(=O)Nc4nc(-c5cccs5)cs4)CC3)c2c1C returned FXN GAA850 act 0.8, HGIII-sPLA2 inh -3, hgDAF-12 ag -1.5, NPR1 activator -1, SMARCA2 act -4, GC-B act -10, ADAM10 inh -4, hcDAF12 agonist -0.7, ssDAF-12 act -1.1, DAX1 inh-1 -2.8 and DAX1 inh-2 1.4.
Screening O=C(CCC1COc2ccccc2O1)Nc1ccc(Cl)cn1 (centres undefined) returned FXN GAA850 act 3.3, HGIII-sPLA2 inh -2, hgDAF-12 ag 7.4, NPR1 activator 1, SMARCA2 act 2, GC-B act -4, ADAM10 inh 6, hcDAF12 agonist 3.0, ssDAF-12 act -1.6, DAX1 inh-1 -0.5 and DAX1 inh-2 0.7.
Screening O=C1Nc2ccc([N+](=O)[O-])cc2OC1CCN1CCN(c2ccccc2)CC1 (centres undefined) returned FXN GAA850 act 1.3, HGIII-sPLA2 inh 1, hgDAF-12 ag 0.8, NPR1 activator -3, SMARCA2 act -2, GC-B act -2, ADAM10 inh 5, hcDAF12 agonist -2.0, ssDAF-12 act -0.6, DAX1 inh-1 -0.3 and DAX1 inh-2 -0.2.
For CCOC(=O)c1nc(NCCc2ccccc2)sc1C the results were FXN GAA850 act 3.8, HGIII-sPLA2 inh -2, hgDAF-12 ag 10, NPR1 activator 6, SMARCA2 act 1, GC-B act -2, ADAM10 inh 8, hcDAF12 agonist 3.0, ssDAF-12 act -1.0, DAX1 inh-1 0.4 and DAX1 inh-2 1.1.
For COc1ccc(/C=N/c2c(-c3ccco3)nc3ccccn23)cc1OC the results were FXN GAA850 act 3.9, HGIII-sPLA2 inh -6, hgDAF-12 ag 3.0, NPR1 activator -4, SMARCA2 act -1, GC-B act 3, ADAM10 inh -84, hcDAF12 agonist -1.5, ssDAF-12 act -0.8, DAX1 inh-1 -0.1 and DAX1 inh-2 0.0.
For CCc1ccc(NC(=O)CS(=O)CC(=O)Nc2ccc(N3CCOCC3)cc2)cc1 (centres undefined) the results were FXN GAA850 act -0.7, HGIII-sPLA2 inh -1, hgDAF-12 ag -0.1, NPR1 activator -1, SMARCA2 act -1, GC-B act -1, ADAM10 inh 10, hcDAF12 agonist 0.1, ssDAF-12 act -0.9, DAX1 inh-1 -0.1 and DAX1 inh-2 0.1.
For CC(C)=CC1C=C(C)C(C)C2C(=O)NNC(=O)C12 (centres undefined) the results were FXN GAA850 act 2.2, HGIII-sPLA2 inh -1, hgDAF-12 ag -1.0, NPR1 activator 1, SMARCA2 act 4, GC-B act -1, ADAM10 inh 5, hcDAF12 agonist -1.6, ssDAF-12 act -1.8, DAX1 inh-1 0.2 and DAX1 inh-2 -0.4.
CC(Oc1ccc2c3c(c(=O)oc2c1)CCCC3)C(=O)NCC1CCC(C(=O)O)CC1 (centres undefined) was read as FXN GAA850 act -2.0, HGIII-sPLA2 inh -1, hgDAF-12 ag -0.1, NPR1 activator 4, SMARCA2 act -2, GC-B act -8, ADAM10 inh -238, hcDAF12 agonist -1.4, ssDAF-12 act -1.2, DAX1 inh-1 -1.1 and DAX1 inh-2 1.1.
Screening Cc1cc(=O)[nH]c(SCc2nc3ccccc3n2Cc2ccccc2)n1 returned FXN GAA850 act 0.5, HGIII-sPLA2 inh -5, hgDAF-12 ag 2.8, NPR1 activator -3, SMARCA2 act -1, GC-B act -1, ADAM10 inh -77, hcDAF12 agonist -0.7, ssDAF-12 act -1.8, DAX1 inh-1 -1.0 and DAX1 inh-2 -0.7.
Screening O=C(COC(=O)Cc1ccccc1F)NC(=O)NC1CCCC1 returned FXN GAA850 act -1.3, HGIII-sPLA2 inh 3, hgDAF-12 ag 2.6, NPR1 activator -1, SMARCA2 act -2, GC-B act 5, ADAM10 inh -6, hcDAF12 agonist -1.4, ssDAF-12 act -1.6, DAX1 inh-1 0.5 and DAX1 inh-2 0.7.
CC(=O)NC(c1ccc(Cl)cc1)c1ccc2cccnc2c1O (centres undefined) was read as FXN GAA850 act -8.6, HGIII-sPLA2 inh 8, hgDAF-12 ag -8.7, NPR1 activator -2, SMARCA2 act -3, GC-B act -1, ADAM10 inh 7, hcDAF12 agonist -4.5, ssDAF-12 act -2.0, DAX1 inh-1 -1.7 and DAX1 inh-2 -6.2.
`CCn1c(=O)c(C(=O)NCc2cccnc2)c(O)c2ccccc21` gave FXN GAA850 act 1.6, HGIII-sPLA2 inh 3, hgDAF-12 ag -0.1, NPR1 activator 1, SMARCA2 act 1, GC-B act 1, ADAM10 inh -2, hcDAF12 agonist -1.1, ssDAF-12 act -0.8, DAX1 inh-1 -0.9 and DAX1 inh-2 0.8.
`CCC(=O)Nc1ccc(NC(=O)c2c(C)nc3ccccn23)cc1` gave FXN GAA850 act -1.0, HGIII-sPLA2 inh 9, hgDAF-12 ag 1.9, NPR1 activator -2, SMARCA2 act -4, GC-B act -1, ADAM10 inh 8, hcDAF12 agonist -0.2, ssDAF-12 act -0.9, DAX1 inh-1 0.6 and DAX1 inh-2 0.4.
Screening CCCCC(=O)NC(c1cccc([N+](=O)[O-])c1)c1ccc2cccnc2c1O (centres undefined) returned FXN GAA850 act -6.3, HGIII-sPLA2 inh 19, hgDAF-12 ag -10, NPR1 activator -6, SMARCA2 act -2, GC-B act -5, ADAM10 inh 18, hcDAF12 agonist -4.5, ssDAF-12 act -1.8, DAX1 inh-1 -2.1 and DAX1 inh-2 -5.9.
`O=C(Nc1nnc(-c2cc(Cl)ccc2Cl)o1)C1=COCCO1` gave FXN GAA850 act 2.4, HGIII-sPLA2 inh 1, hgDAF-12 ag -4.2, NPR1 activator 1, SMARCA2 act -1, GC-B act 1, ADAM10 inh -2, hcDAF12 agonist 1.7, ssDAF-12 act -0.9, DAX1 inh-1 0.8 and DAX1 inh-2 -0.5.
For O=C(NCCc1c[nH]c2ccccc12)c1ccc(Sc2ccccc2Cl)c([N+](=O)[O-])c1 the results were HGIII-sPLA2 inh -43, hgDAF-12 ag 2.3, NPR1 activator -1, SMARCA2 act -5, GC-B act 7, ADAM10 inh 23*, hcDAF12 agonist 3.0, ssDAF-12 act -0.6 and DAX1 inh-1 0.0.
Screening Cc1cccc(NC(=O)CCS(=O)(=O)c2ccccc2)n1 returned FXN GAA850 act 3.8, HGIII-sPLA2 inh 11, hgDAF-12 ag 1.8, NPR1 activator 3, SMARCA2 act -1, GC-B act -6, ADAM10 inh -21, hcDAF12 agonist 0.5, ssDAF-12 act -1.2, DAX1 inh-1 0.1 and DAX1 inh-2 1.0.
`COc1ccc(C2CC(Cn3cc(C#N)c(=O)n(C)c3=O)ON2C)cc1` (centres undefined) gave FXN GAA850 act 1.6, HGIII-sPLA2 inh -1, hgDAF-12 ag 0.4, NPR1 activator -1, SMARCA2 act 1, GC-B act 6, ADAM10 inh 5, hcDAF12 agonist -0.4, ssDAF-12 act -1.4 and DAX1 inh-1 -0.1.
Screening Cc1ccc(Cl)cc1NS(=O)(=O)c1ccccc1 returned FXN GAA850 act 1.6, HGIII-sPLA2 inh -13, hgDAF-12 ag 3.5, NPR1 activator -4, SMARCA2 act 0, GC-B act -3, ADAM10 inh -1, hcDAF12 agonist 0.0, ssDAF-12 act -1.0, DAX1 inh-1 0.7 and DAX1 inh-2 -1.3.
For COc1cccc2sc(N3CCN(c4nc5ccccc5s4)CC3)nc12 the results were FXN GAA850 act -2.6, HGIII-sPLA2 inh 5, hgDAF-12 ag -1.1, NPR1 activator 0, SMARCA2 act 5, GC-B act 2, ADAM10 inh -3, hcDAF12 agonist -0.7, ssDAF-12 act -0.5, DAX1 inh-1 0.1 and DAX1 inh-2 0.0.
`Cc1ccccc1Nc1c(N)c(=O)oc2ccccc12` gave FXN GAA850 act 4.7, HGIII-sPLA2 inh -1, hgDAF-12 ag -1.5, NPR1 activator -1, SMARCA2 act 0, GC-B act 4, ADAM10 inh -4, hcDAF12 agonist 0.0, ssDAF-12 act -1.6, DAX1 inh-1 -1.1 and DAX1 inh-2 -0.7.
For Cc1ccc(O)c(C(=O)c2cnc3c(c2)CN(CCC(C)C)C(=O)N3)c1 the results were FXN GAA850 act -1.2, HGIII-sPLA2 inh -5, hgDAF-12 ag 0.0, NPR1 activator 7, SMARCA2 act 0, GC-B act 0, ADAM10 inh -42, hcDAF12 agonist -0.5, ssDAF-12 act -0.4, DAX1 inh-1 0.7 and DAX1 inh-2 -0.5.
Cc1cc(C)nc(NS(=O)(=O)c2ccc(-n3cccc3)cc2)n1 was read as FXN GAA850 act -0.6, HGIII-sPLA2 inh -15, hgDAF-12 ag 0.4, NPR1 activator -4, SMARCA2 act 5, GC-B act -4, ADAM10 inh -2, hcDAF12 agonist -0.8, ssDAF-12 act -0.5, DAX1 inh-1 0.3 and DAX1 inh-2 -0.7.
For Cc1cccc2c1N(CCCOc1ccccc1)C(=O)C2=O the results were FXN GAA850 act -1.3, HGIII-sPLA2 inh 21*, hgDAF-12 ag 3.6, NPR1 activator -7, SMARCA2 act 1, GC-B act -10, ADAM10 inh 5, hcDAF12 agonist -0.1, ssDAF-12 act -1.2, DAX1 inh-1 0.3 and DAX1 inh-2 0.2.
C/C(=C\C(=O)C(F)(F)F)Nc1ccc(C(F)(F)F)cc1 was read as FXN GAA850 act 1.1, HGIII-sPLA2 inh 6, hgDAF-12 ag 3.4, NPR1 activator 0, SMARCA2 act -3, GC-B act -4, ADAM10 inh -4, hcDAF12 agonist -0.6, ssDAF-12 act -1.1, DAX1 inh-1 0.8 and DAX1 inh-2 0.6.
Screening CSCCC(Nc1nc2ccccc2s1)C(=O)O (centres undefined) returned FXN GAA850 act -1.0, HGIII-sPLA2 inh 0, hgDAF-12 ag -1.3, NPR1 activator 1, SMARCA2 act -1, GC-B act 0, ADAM10 inh -6, hcDAF12 agonist 0.6, ssDAF-12 act -0.6, DAX1 inh-1 -0.6 and DAX1 inh-2 1.2.

Compound activity deposited in PubChem BioAssay by several laboratories.
